LEDGF integ inh = blockers of LEDGF/p75-dependent integrase strand transfer – biochemical, TR-FRET, high throughput, primary screen. HIV-1 integrase (with human LEDGF/p75). TR-FRET IN-LEDGF/p75 DNA integration, Eu/Cy5. inhibition, % at 3.7 µM. 370,000 compounds, 0.64% hits. AID 743269, 2014;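 active = inhibition above the screen-wide mean plus 3 SD, cut at about 13% in these data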;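 also: signal is the Cy5 over europium emission ratio at 671 and 618 nm; 0% = plate median of compound wells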
rCAG RNA binder = binders of r(CAG) RNA repeats, primary screen, biochemical, fluorescence | r(CAG) RNA repeat, TO-PRO-1 dye displacement fluorescence | inhibition, % at 3 µM | 370,000 compounds, 1.3% hits | AID 651821, 2012;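 active = inhibition above the plate cutoff, the mean of all test compounds on that plate plus 3 SD, cut at about 35% in these data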;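 also: 0% = DMSO alone and 100% = 100 µM mitoxantrone as full dye displacement; higher means more dye released from RNA so lower well fluorescence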
MBD2 DNA inh = inhibitors of MBD2 binding to methylated DNA, primary screen, biochemical, TR-FRET, DNA-binding domain, human; inhibition, % at 4.4 µM; Methyl-CpG-binding domain protein 2 (Homo sapiens), Q9UBB5; 370,000 compounds, 0.31% hits; MBD2 binding to methylated oligonucleotide; in the data active = inhibition above about 13%
Target sequence (Q9UBB5 whole entry, looked up, the tested form may be a part): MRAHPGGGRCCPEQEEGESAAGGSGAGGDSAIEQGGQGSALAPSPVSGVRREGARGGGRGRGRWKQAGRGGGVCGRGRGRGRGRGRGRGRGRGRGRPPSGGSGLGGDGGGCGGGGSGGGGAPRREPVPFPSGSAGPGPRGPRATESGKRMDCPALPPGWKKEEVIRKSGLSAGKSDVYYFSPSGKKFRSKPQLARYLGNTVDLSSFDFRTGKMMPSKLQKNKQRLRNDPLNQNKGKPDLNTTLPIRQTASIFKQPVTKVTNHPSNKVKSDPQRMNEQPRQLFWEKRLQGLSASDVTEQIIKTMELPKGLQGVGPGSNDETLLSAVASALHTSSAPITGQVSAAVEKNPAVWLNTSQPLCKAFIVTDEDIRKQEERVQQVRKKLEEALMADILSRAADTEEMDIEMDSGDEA
PG9 Ab binder = binders of HIV-1 gp120 antibody PG9, primary screen, biochemical, TR-FRET. 360,000 compounds, 0.43% hits. TR-FRET gp120-PG9 antibody binding. inhibition, % at 6.7 µM. AID 624416, 2012; in the data active = inhibition above about 8.5%
HTRA1 inh = HTRA1 serine protease inhibitors, primary screen, biochemical, fluorescence polarization, HTS; AID 504803, 2011; inhibition, % at 5.96 µM; Q92743; 340,000 compounds, 0.5% hits; recombinant HTRA1, FP-rhodamine activity-based probe; in the data active = inhibition above about 36%;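 also: 0% = enzyme with DMSO and 100% = wells lacking enzyme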
NR1D1 modulator = modulators of Rev-erb alpha DNA binding, primary screen, biochemical, FITC-DNA, fluorescence polarization, uHTS | Nuclear receptor subfamily 1 group D member 1 (Homo sapiens), P20393 | Rev-erbα–FITC-DNA binding, 90 min | activity, % at 10 µM | 370,000 compounds, 0.79% hits | AID 1259318, 2017;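 active = activity above about 14%, limit read from the data; passing the limit was not always enough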;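 also: 0% = DMSO wells with 35 nM protein and 100% = DMSO wells with 750 nM protein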
mABHD4 FP = ABHD4 inhibitors, primary screen, biochemical, fluorescence polarization, mouse | purified mABHD4, FP-Rh probe fluorescence polarization | inhibition, % at 8.92 µM | 370,000 compounds, 0.54% hits;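 active = inhibition exceeding the mean over every tested compound plus 3 SD, cut at about 30% in these data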;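 also: 0% = plate median of compound wells and 100% = S159A mutant with DMSO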
Target sequence (Q8VD66 whole entry, looked up): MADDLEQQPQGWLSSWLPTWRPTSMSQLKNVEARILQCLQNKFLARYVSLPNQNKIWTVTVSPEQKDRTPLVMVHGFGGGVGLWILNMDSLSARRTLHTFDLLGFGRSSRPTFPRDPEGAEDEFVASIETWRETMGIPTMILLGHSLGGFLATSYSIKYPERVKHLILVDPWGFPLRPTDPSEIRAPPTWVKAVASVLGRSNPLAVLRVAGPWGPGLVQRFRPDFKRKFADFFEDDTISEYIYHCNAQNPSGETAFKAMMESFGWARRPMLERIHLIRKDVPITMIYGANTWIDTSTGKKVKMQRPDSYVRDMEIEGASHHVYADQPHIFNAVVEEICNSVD
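Test system: mABHD4 protein | Buffer or medium: HEPES pH 7.0 buffer, 150 mM NaCl, 0.01% Pluronic F-127 | Probe or stimulus: FP-Rh fluorescent activity-based probe, added after compound pre-incubation | Timing: Pre-incubation 45 min, probe exposure 60 min, at 25 °C | Technique: Fluorescence polarization, excitation 525 nm, emission 598 nm, BODIPY TMR filters | Repeats: Single well per compound (singlicate)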
UHRF1 MBD2 ctr = UHRF1 methylated DNA binding inhibitors, primary screen, counter-screen for MBD2 inhibitor project, biochemical, TR-FRET, human UHRF1, single concentration; E3 ubiquitin-protein ligase UHRF1 (Homo sapiens), Q96T88; UHRF1 binding to methylated oligo; inhibition, % at 4.4 µM; 370,000 compounds, 0.75% hits; in the data active = inhibition above about 21%;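 also: UHRF1 SRA domain binding a hemimethylated CpG hairpin DNA probe; 0% = median of test compound wells and 100% = reference inhibitor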
TCR-CD3 inh = inhibitors of human TCR-CD3 interaction, primary screen, biochemical, fluorescence, TAMRA-labeled TCR probe. inhibition, % at 9.4 µM. AID 651800, 2012. 360,000 compounds, 0.37% hits. T-cell receptor (TCR); in the data active = inhibition above about 19%;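 also: recombinant mutant TCR 2C K166C tagged with TAMRA read by polarization; 0% = receptor in buffer alone and 100% = receptor with positive control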
PRMT1 FP inh = PRMT1 methyltransferase inhibitors, primary screen, biochemical, fluorescence polarization; Protein arginine N-methyltransferase 1 (Homo sapiens), Q99873; recombinant PRMT1, activity-based probe fluorescence polarization; inhibition, % at 2.79 µM; 370,000 compounds, 1.3% hits; AID 652257, 2013;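 active = inhibition above about 21% made by adding two undisclosed values, limit read from the data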
Target sequence (Q99873 whole entry, looked up): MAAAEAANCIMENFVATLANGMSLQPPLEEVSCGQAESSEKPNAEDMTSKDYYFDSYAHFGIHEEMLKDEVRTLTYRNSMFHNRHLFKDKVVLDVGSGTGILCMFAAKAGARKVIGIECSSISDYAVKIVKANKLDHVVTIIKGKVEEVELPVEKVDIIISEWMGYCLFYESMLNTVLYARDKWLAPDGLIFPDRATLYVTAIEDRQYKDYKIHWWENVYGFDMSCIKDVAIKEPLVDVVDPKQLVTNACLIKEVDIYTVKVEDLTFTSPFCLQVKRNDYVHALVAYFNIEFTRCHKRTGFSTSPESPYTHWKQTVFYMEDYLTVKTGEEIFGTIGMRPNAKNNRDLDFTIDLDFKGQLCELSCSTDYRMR
Active calls of the source: *; . = no result given. Some of the compounds tested, so the mix of outcomes need not match the whole.

1. COc1cc(CC(=O)N(CC(C)C)C2CCS(=O)(=O)C2)cc(OC)c1OC (stereo not drawn)
2. N/C(=N\OC(=O)CSc1ccccc1)c1ccccn1
3. COc1ccc(C(NC(=O)C2CCN(CCOc3ccccc3)CC2)c2ccccn2)cc1 (stereo not drawn)
4. CCC(C)CCN1CCN=C1Nc1ccccc1 (stereo not drawn)
5. O=C(NCCN1CCN(c2ccccc2)CC1)c1ccccc1F
6. COc1ccc(CCNC(=S)N2CCN(S(=O)(=O)c3ccc(Cl)cc3)CC2)cc1
7. Cc1ccc([N+](=O)[O-])c(C)[n+]1C
8. CC1(C)CC(CC(=O)O)C(=O)O1 (stereo not drawn)
Assay by compound,1,2,3,4,5,6,7,8
LEDGF integ inh,2,5,0,-2,-2,1,-1,-1
rCAG RNA binder,1,-3,1,9,2,2,2,-2
MBD2 DNA inh,-2,-7,-1,3,0,-2,-4,5
PG9 Ab binder,-0.6,-2.6,-2.1,-0.8,-0.9,0.3,-1.3,1.1
HTRA1 inh,-6,1,.,2,3,-3,6,7
NR1D1 modulator,-3,4,-2,0,-1,-3,3,1
mABHD4 FP,2,-1,-1,1,0,5,2,3
UHRF1 MBD2 ctr,4,-2,-2,2,-2,0,-6,4
TCR-CD3 inh,7,1,2,-5,2,5,3,-5
PRMT1 FP inh,-2,0,-1,-2,-2,-3,3,3

9. O=C1C(Cl)=C(N2CCOCC2)C(=O)N1c1ccccc1
10. CC(=O)Nc1ccc(NC(=O)C2Cc3c(-c4cccc(NC(C)=O)c4)ccnc3O2)cc1 (stereo not drawn)
11. Cc1ccc(CNC(=O)CCS(=O)(=O)c2cc3c(cc2Cl)NC(=O)CO3)cc1
12. O=S(=O)([O-])C(c1ccccc1)[n+]1ccccc1 (stereo not drawn)
13. CC1CN(C(=O)Cn2cc(S(=O)(=O)CC(=O)N(C)c3ccccc3)c3ccccc32)CC(C)O1 (stereo not drawn)
14. Fc1cccc(F)c1/C=C/c1ccc2ccccc2n1
15. O=C(CCC(=O)N1CCN(c2ccccn2)CC1)c1cccs1
16. Nc1ccccc1-n1c(=O)n(Cc2ccccc2F)c(=O)c2[nH]cnc21
Assay by compound,9,10,11,12,13,14,15,16
LEDGF integ inh,-3,1,5,3,2,-3,3,-6
rCAG RNA binder,-7,2,2,-1,-5,1,1,0
MBD2 DNA inh,5,5,-4,-4,6,3,-1,0
PG9 Ab binder,1.4,0.9,-0.4,0.8,1.8,0.8,-3.1,0.3
HTRA1 inh,2,.,-4,19,4,-16,4,-1
NR1D1 modulator,-4,2,-3,-5,7,-5,-4,6
mABHD4 FP,1,3,-7,3,-8,1,-3,6
UHRF1 MBD2 ctr,3,-2,3,0,4,0,11,2
TCR-CD3 inh,0,1,-1,2,-10,5,-6,-9
PRMT1 FP inh,16,-1,-5,-2,7,2,-8,2

17. Cn1c(CS(=O)Cc2c(Cl)cccc2Cl)nnc1SCc1c(Cl)cccc1Cl (stereo not drawn)
18. COc1ccccc1-c1ccc2c(c1)O[C@@H](CN(C)C(=O)Nc1cccc(F)c1)[C@H](C)CN([C@H](C)CO)S2(=O)=O
19. O=c1[nH]c(Cc2ccccc2)nc2c1oc1ccccc12
20. CCOC(=O)C(CC)Sc1ncnc2c1nnn2-c1ccc(F)cc1 (stereo not drawn)
21. CC(C)(C)n1nnnc1C(c1cccs1)N(Cc1ccccc1)Cc1cccnc1 (stereo not drawn)
22. CC(Oc1ccccc1)C(=O)OCC(=O)Nc1ccc2c(c1)OCO2 (stereo not drawn)
23. CSc1ccccc1C(=O)NCCSC(C)(C)C
24. CC(Sc1nnc(-c2ccco2)o1)C(=O)NCCC1=CCCCC1 (stereo not drawn)
Assay by compound,17,18,19,20,21,22,23,24
LEDGF integ inh,0,1,2,-1,-3,-1,-3,-4
rCAG RNA binder,-7,4,1,-1,0,7,-5,-5
MBD2 DNA inh,3,-3,-1,1,5,1,0,-2
PG9 Ab binder,-0.1,3.8,-0.9,-0.2,-1.1,-0.8,-1.0,-0.3
HTRA1 inh,-6,-21,6,-2,-4,0,2,4
NR1D1 modulator,2,-5,-7,4,5,-2,-1,1
mABHD4 FP,4,-48,-1,2,0,0,-7,3
UHRF1 MBD2 ctr,7,7,6,-3,-1,-3,0,-2
TCR-CD3 inh,-4,-4,0,-3,9,-2,5,0
PRMT1 FP inh,1,0,0,-2,-5,2,-1,-4

Rewritten with values under each structure: four of the compounds above.
Each structure is followed by: LEDGF integ inh | rCAG RNA binder | MBD2 DNA inh | PG9 Ab binder | HTRA1 inh | NR1D1 modulator | mABHD4 FP | UHRF1 MBD2 ctr | TCR-CD3 inh | PRMT1 FP inh
[20] CCOC(=O)C(CC)Sc1ncnc2c1nnn2-c1ccc(F)cc1 (stereo not drawn)
    -1 | -1 | 1 | -0.2 | -2 | 4 | 2 | -3 | -3 | -2
[15] O=C(CCC(=O)N1CCN(c2ccccn2)CC1)c1cccs1
    3 | 1 | -1 | -3.1 | 4 | -4 | -3 | 11 | -6 | -8
[23] CSc1ccccc1C(=O)NCCSC(C)(C)C
    -3 | -5 | 0 | -1.0 | 2 | -1 | -7 | 0 | 5 | -1
[12] O=S(=O)([O-])C(c1ccccc1)[n+]1ccccc1 (stereo not drawn)
    3 | -1 | -4 | 0.8 | 19 | -5 | 3 | 0 | 2 | -2

An excerpt from above in order of their number in PRMT1 FP inh, low to high:
nr	smiles	PRMT1 FP inh
21	CC(C)(C)n1nnnc1C(c1cccs1)N(Cc1ccccc1)Cc1cccnc1 (stereo not drawn)	-5
24	CC(Sc1nnc(-c2ccco2)o1)C(=O)NCCC1=CCCCC1 (stereo not drawn)	-4
19	O=c1[nH]c(Cc2ccccc2)nc2c1oc1ccccc12	0
17	Cn1c(CS(=O)Cc2c(Cl)cccc2Cl)nnc1SCc1c(Cl)cccc1Cl (stereo not drawn)	1

Additional records:
25. COC(=O)C1=CC(C(=O)c2cccs2)=NN(c2ccc(OC)cc2)C1C(=O)OC (stereo not drawn)
26. CN(Cc1ccccc1)C(=O)[C@@H]1CCCN1C(=O)OC(C)(C)C
27. CCNC(=O)N(CC)C[C@H]1N[C@@](C)(C(=O)OC)[C@H]2C(=O)N(Cc3ccccc3)C(=O)[C@@H]12
28. COc1cccc(-n2cnc(=O)c3cccnc32)c1
29. COCCN(C(=O)c1cc(CN2C(=O)c3ccccc3C2=O)ccc1OC)c1c(N)n(CC(C)C)c(=O)[nH]c1=O
30. O=C(NCc1ccco1)c1ccc2sc([C@@H]3O[C@H](CO)[C@@H](O)[C@H]3O)nc2c1
31. CCCS(=O)(=O)c1nc(S(=O)(=O)c2ccc(C)cc2)c(N2CCCC2)s1
32. NC(=O)CSc1nnc(-c2cc3ccccc3o2)n1Cc1ccccc1
Assay by compound,25,26,27,28,29,30,31,32
LEDGF integ inh,2,0,-3,4,-4,5,1,3
rCAG RNA binder,-3,0,1,0,-2,2,1,-3
MBD2 DNA inh,1,1,-1,2,0,1,-1,3
PG9 Ab binder,-3.0,-1.2,-0.6,-1.4,-0.8,-1.7,-1.1,-1.6
HTRA1 inh,-3,.,-5,-1,-6,.,-3,-3
NR1D1 modulator,15,-4,3,-3,5,-4,-1,-6
mABHD4 FP,-9,-9,6,-3,1,0,4,-5
UHRF1 MBD2 ctr,-5,4,-2,0,0,-1,-1,-2
TCR-CD3 inh,-5,-4,-3,5,-6,5,6,5
PRMT1 FP inh,-4,5,2,-4,2,0,-2,-1

33. COc1cccc(C(=O)O[C@@H]2[C@H](Cc3ccccc3)NS(=O)(=O)[C@H]3C[C@@H]4C=C[C@]23O4)c1
34. NC(N)=Nc1nc(CCN2C(=O)c3ccccc3C2=O)cs1
35. Cc1noc(C)c1NC(=O)N(C)C[C@H]1Oc2c(cccc2N(C)C)C(=O)N([C@H](C)CO)C[C@@H]1C
36. COc1ccc([N+](=O)[O-])cc1/C=N/NC(=O)CNC(=O)C(c1ccccc1)c1ccccc1
37. CCCN(CC(=O)Nc1ccc(C(N)=O)cc1)CC(=O)Nc1ccc(Cl)cc1Cl
38. CCOc1ccc(NC(=O)CN(C)C(=O)Cc2sc(C)nc2-c2ccc(F)cc2)cc1OCC
39. COc1cc(/C=C/C(=O)OCC(=O)Nc2cccc(Oc3ccccc3)c2)ccc1O
40. CC(=O)N1c2ccc(S(=O)(=O)NCCC(=O)N3CCC(C)CC3)cc2CC1C (stereo not drawn)
Assay by compound,33,34,35,36,37,38,39,40
LEDGF integ inh,0,-2,0,1,0,-1,-2,-3
rCAG RNA binder,9,6,-3,3,0,4,15,-5
MBD2 DNA inh,-4,-4,-1,4,-6,-1,2,-2
PG9 Ab binder,-2.0,0.2,1.2,-2.9,-2.0,-0.5,-0.6,-0.8
HTRA1 inh,-36,-4,-1,-46,-3,-5,-25,3
NR1D1 modulator,6,5,-1,-1,-2,-5,2,3
mABHD4 FP,-8,3,-6,-3,6,1,-16,8
UHRF1 MBD2 ctr,-2,0,5,2,1,-2,2,2
TCR-CD3 inh,3,2,5,2,2,3,-8,2
PRMT1 FP inh,-2,2,-1,1,1,-1,5,-1

41. COc1ccc(-c2noc(CNC(=O)c3ccoc3C)n2)cc1OC
42. COc1nccnc1NS(=O)(=O)c1ccc(NC(=O)c2ccccc2Br)cc1
43. Cn1c(SCC(=O)Nc2ccc(NC(=O)c3cccs3)cc2)nnc1-c1ccncc1
44. CCOc1cc(Cl)c(CNCCCN2CCOCC2)cc1OC
45. N/C(=N\OC(=O)Cc1cccs1)c1ccc([N+](=O)[O-])cc1
46. Oc1ccc(/C=N/Nc2ccnc3cc(Cl)ccc23)c(O)c1O
47. Cc1cc2c(cc1C)[n+](C)cn2CC(O)COCC1CC=CCC1 (stereo not drawn)
48. O=C(O)c1cccc(S(=O)(=O)N2CCC(Cc3ccccc3)CC2)c1
49. CCC(C)N1CC23C=CC(O2)C(C(=O)OC)C3C1=O (stereo not drawn)
50. COc1ccc(-c2cc(=O)c3c(OC)c(OC)c(OC)c(OC)c3o2)cc1
51. CC1(c2ccccc2)NC(=O)N(CC(=O)NCCN2C(=O)S/C(=C\c3cccnc3)C2=O)C1=O (stereo not drawn)
Assay by compound,41,42,43,44,45,46,47,48,49,50,51
LEDGF integ inh,1,0,0,-5,1,2,1,-3,-1,-1,-5
rCAG RNA binder,25,4,2,-6,1,38*,6,22,2,-2,1
MBD2 DNA inh,-4,4,-5,1,4,1,-6,2,1,-2,2
PG9 Ab binder,1.6,-0.1,-1.5,0.3,-2.2,-2.2,2.0,-3.5,-0.8,-1.0,0.8
HTRA1 inh,5,-5,5,2,-3,66*,1,3,-2,2,1
NR1D1 modulator,5,-3,0,-1,2,-1,0,-3,-7,-3,4
mABHD4 FP,3,2,-8,1,5,38*,3,0,4,2,2
UHRF1 MBD2 ctr,-2,3,0,0,2,-1,0,-1,0,0,-1
TCR-CD3 inh,3,-7,0,-7,4,20*,-6,7,5,0,-1
PRMT1 FP inh,1,3,0,-2,0,15,0,0,-3,-3,6
